AHR activator – activators of human aryl hydrocarbon receptor; P35869; AHR-responsive luciferase reporter cells, luminescence; activation, % at 5 µM; hit rate 2.5% among 320,000; AID 2796; in the data active = activation above about 47%;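 note: 0% = vehicle wells and 100% = reference agonist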
MEP2-GFP yeast – modulators of TOR pathway MEP2-GFP in S. cerevisiae; S. cerevisiae MEP2-GFP strain, flow cytometry GFP, 3 h; 100% = DMSO control level; GFP response vs DMSO, % at 10 µM; hit rate 0.51% among 330,000;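 active = GFP response versus DMSO above a set limit, roughly screen mean plus 3 SD, cut at about 180% in these data; inconclusive = fewer than 70 cells counted for a yeast strain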;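 note: median GFP fluorescence of the barcode-gated MEP2-GFP cells per well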
proCasp3 act – activates human procaspase-3 | activation, % at 8.5 µM | recombinant procaspase-3 D3A, Ac-DEVD-pNA absorbance 405 nm | hit rate 0.11% among 330,000;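 active = activation above the mean of all tested compounds plus 3 SD, cut at about 21% in these data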;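 note: 0% = DMSO alone and 100% = DMSO wells spiked with extra 5 µM PC-3 D3A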
Target sequence (P42574 whole entry D9A/D28A/D175A): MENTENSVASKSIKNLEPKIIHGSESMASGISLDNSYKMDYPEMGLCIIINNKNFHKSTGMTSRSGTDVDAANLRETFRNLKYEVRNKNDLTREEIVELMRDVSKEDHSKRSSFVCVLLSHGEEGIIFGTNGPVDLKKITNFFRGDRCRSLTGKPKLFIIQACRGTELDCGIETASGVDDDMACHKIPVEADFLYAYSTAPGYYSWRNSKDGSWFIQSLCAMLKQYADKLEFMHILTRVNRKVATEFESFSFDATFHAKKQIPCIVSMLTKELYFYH
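Evaluation: percent activation relative to control range; Material: Procaspase-3 D3A mutant, all three cleavage aspartates alanine; Compound: single dose, 8.5 µM nominal compound, 0.8% DMSO; Replication: one well per compound; Signal: absorbance at 405 nm, 0 and 120 min; Schedule: 1 h preincubation plus 2 h reaction at 25 °C.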
RPL19A TOR yeast – yeast TOR pathway RPL19A-GFP modulation; hit rate 0.3% among 330,000; S. cerevisiae RPL19A-GFP strain, flow cytometry, 3 h; stronger effect = lower value; percent response vs DMSO, % at 10 µM;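 active = percent response vs DMSO below 50%; inconclusive = fewer than 70 events counted for the yeast strain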;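 note: median channel GFP fluorescence of the barcoded RPL19A-GFP strain; ratio of sample median GFP to plate DMSO average so 100% = DMSO; lower means less RPL19A-GFP as with rapamycin TOR inhibition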
AGP1 TOR yeast – modulators of TOR pathway AGP1-GFP in S. cerevisiae. S. cerevisiae AGP1-GFP multiplex flow cytometry, 3 h; GFP as percent of DMSO wells. GFP response vs DMSO, % at 10 µM. hit rate 0.02% among 320,000;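 active = GFP response relative to DMSO above a set limit, near screen average plus 3 SD, cut at about 150% in these data; inconclusive = fewer than 70 cells counted for the yeast strain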;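 note: median GFP channel fluorescence of the gated AGP1 strain per well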
CIT2-GFP yeast – yeast TOR pathway CIT2-GFP modulation | S. cerevisiae CIT2-GFP strain, flow cytometry, 3 h; 100 means same as DMSO wells | GFP response vs DMSO, % at 10 µM | hit rate 0.065% among 320,000 | AID 2029;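 active = GFP response relative to DMSO above a set limit, near the screen mean plus 3 SD, cut at about 150% in these data; inconclusive = Fewer than 70 cells measured for a yeast strain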;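 note: ratio of well median GFP fluorescence to mean of DMSO wells on the plate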
LAP4-GFP MLPCN – alters LAP4-GFP fluorescence in TOR pathway yeast screen | S. cerevisiae LAP4-GFP multiplex, flow cytometry GFP, 3 h; median GFP as percent of DMSO wells | GFP response vs DMSO, % at 10 µM | hit rate 0.34% among 320,000 | AID 2023;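 active = GFP response vs DMSO above a set limit, about the screen mean plus 3 SD, cut at about 150% in these data; inconclusive = under 70 cell events counted for the yeast strain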
procasp7 counter – counter-screen for procaspase-3 activators: activators of human procaspase-7; AID 463210; recombinant procaspase-7, Ac-DEVD-pNA absorbance 405 nm; D23A/D198A/D206A triple mutant, cannot self-cleave; scale: DMSO 0, 5 µM enzyme 100; hit rate 0.093% among 330,000; activation, % at 8.5 µM;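 active = percent activation above the screen-wide mean plus 3 SD, cut at about 25% in these data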
Target sequence (P55210 whole entry D23A/D198A/D206A): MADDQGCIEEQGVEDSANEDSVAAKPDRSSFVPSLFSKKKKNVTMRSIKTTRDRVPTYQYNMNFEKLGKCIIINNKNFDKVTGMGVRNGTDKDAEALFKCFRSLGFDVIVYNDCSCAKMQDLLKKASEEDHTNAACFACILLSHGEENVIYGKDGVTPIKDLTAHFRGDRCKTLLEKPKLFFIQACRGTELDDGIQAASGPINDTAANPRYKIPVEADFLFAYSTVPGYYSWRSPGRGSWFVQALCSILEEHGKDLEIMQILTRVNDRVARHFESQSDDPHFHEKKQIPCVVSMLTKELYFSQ
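System: Uncleavable procaspase-7 mutant enzyme; Amount: 2 µM procaspase-7 mutant as dispensed; Schedule: 1 h compound preincubation, 2 h substrate cleavage, 25 °C; Measured by: 405 nm absorbance of p-nitroaniline; Evaluation: percent activation from buffer-corrected 0–120 min absorbance change; Control set: low DMSO alone, high DMSO plus 5 µM PC-7.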
Starred values were filed as active, the others as inactive; ? = inconclusive; . = not tested or not shown; [ ] = dose if it differs, or a comment. No enrichment for hits; any-hit rate near 3.5%.

| mol | AHR activator | MEP2-GFP yeast | proCasp3 act | RPL19A TOR yeast | AGP1 TOR yeast | CIT2-GFP yeast | LAP4-GFP MLPCN | procasp7 counter |
| --- | --- | --- | --- | --- | --- | --- | --- | --- |
| CC12CCC(=O)N1C(C(=O)NCc1ccccc1Cl)CS2 (stereo unspecified) | -0.1 | 102.7 | -2.4 | 103.7 | 111.5 | 106.3 | 114.0 | 11.9 |
| COc1ccccc1N1CCN(C(=O)CSc2nnc3c4ccccc4n(CC(=O)O)c3n2)CC1 | 11.7 | 99.2 | -9.2 | 102.0 | 97.5 | 95.2 | 97.0 | -6.0 |
| O=C(Cc1ccc([N+](=O)[O-])cc1)Nc1ccon1 | 0.9 | 96.8 | 4.2 | 108.2 | 93.9 | 101.6 | 82.0 | 6.1 |
| O=C(CSc1nccc(-c2cccs2)n1)Nc1ccccc1 | -0.4 | 96.6 | -9.5 | 91.7 | 99.2 | 95.0 | 118.5 | -0.8 |
| O=C(CNc1ccc(Br)cc1)c1ccccc1 | -0.2 | 89.8 | -7.7 | 95.2 | 95.9 | 93.2 | 87.7 | -1.3 |
| C=CCNC(=O)/C(C#N)=C/c1ccccc1OCc1ccc(C(=O)OC)cc1 | 0.2 | 97.8 | 9.9 | 99.8 | 102.0 | 100.9 | 85.4 | 1.8 |
| Cc1noc(C)c1S(=O)(=O)N(CC(=O)NC(C)c1ccccc1)c1ccc(C(C)C)cc1 (stereo unspecified) | 1.9 | 109.8 | -1.4 | 100.2 | 107.1 | 106.4 | 103.3 | -4.6 |
| CN(C)C(=O)C(=O)c1cccn1-c1ccccc1C#N | 4.7 | 101.6 | 6.2 | 96.5 | 99.4 | 95.9 | 97.6 | 2.9 |
| Cc1nc(N2CCN(C)CC2)c2c(C)c(C(=O)Nc3ccc(F)cc3)sc2n1 | -4.6 | 104.3 | 2.0 | 105.5 | 104.5 | 110.4 | 102.1 | 3.1 |
| CC1(OC(=O)C2CCCC2)C(=O)C=C2C=C(c3ccsc3)OC=C2C1=O (stereo unspecified) | 11.7 | 174.0[may fluoresce violet] | 4.7 | 81.9[may fluoresce violet] | 8.8[may fluoresce violet] | ? | 98.8[may fluoresce violet] | 7.5 |
| Cc1nnc(SCc2ccccc2)n(N)c1=O | 0.5 | 100.8 | 8.6 | 108.2 | 102.6 | 112.9 | 86.6 | 0.3 |
| COc1cc(C=C2C(=O)c3ccccc3C2=O)ccc1O | 9.6 | 91.1 | 2.7 | 103.0 | 96.8 | 95.7 | 90.0 | -6.3 |
| Cc1cc(=O)[nH]c(SCC2(O)C3CC4CC(C3)CC2C4)n1 (stereo unspecified) | 0.8 | 107.7 | -4.8 | 102.8 | 114.5 | 109.6 | 105.7 | 4.3 |
| O=C(NNc1ncnc2c1cnn2-c1ccc(F)cc1)c1ccco1 | 1.2 | 90.3 | 2.2 | 93.7 | 98.0 | 95.2 | 94.0 | 9.2 |
| CCOC(=O)C1CCCN(C(=O)c2cc(Nc3ccc(OC)c(OC)c3)nc3ccccc23)C1 (stereo unspecified) | 2.5 | 102.1 | -1.0 | 102.9 | 102.7 | 106.0 | 98.5 | -8.3 |
| Cc1ccccc1Nc1c(-c2ccncc2)nc2ccc(Cl)cn12 | 6.4 | 90.1 | -2.3 | 95.1 | 100.2 | 75.1 | 89.9 | -5.7 |
| O=C(CN1CCOCC1)NCc1ccc(F)cc1 | -0.4 | 95.0 | -5.6 | 99.8 | 98.9 | 97.5 | 94.9 | 5.3 |
| CC1CN(C(=O)COC(=O)CSc2ccc(C(N)=O)cc2[N+](=O)[O-])CC(C)O1 (stereo unspecified) | 4.4 | 105.4 | -14.1 | 100.3 | 103.5 | 100.6 | 101.5 | -20.7 |
| CCOc1ccc(CN2CCNC(=O)C2CC(=O)NCC2CCOCC2)cc1 (stereo unspecified) | 3.7 | 96.0 | 2.9 | 103.6 | 102.4 | 98.1 | 91.0 | -3.5 |
| C/C(=N/NC(=O)c1ccc(Cl)s1)c1cccnc1 | 40.1 | 95.0 | -2.1 | 98.4 | 92.8 | 99.4 | 87.7 | -6.2 |
| Cc1cc(=O)cc(C)n1-c1ccc2c(c1)nc(C)n2-c1ccccc1 | -2.0 | 97.0 | 9.1 | 96.5 | 100.7 | 94.6 | 99.8 | 8.1 |
| CCOC(=O)CNC(=O)CSc1nc2cccnc2n1C | 2.8 | 106.5 | -0.4 | 97.4 | 93.6 | 92.5 | 98.9 | -5.8 |
| COc1ccc(S(=O)(=O)N(CCc2ccccc2)CC(=O)NC(C)C)cc1 | 0.9 | 104.0 | -0.1 | 97.8 | 101.4 | 102.9 | 101.7 | 9.2 |
| Cn1c(-c2ccsc2)c(-c2cccs2)c2cc(-c3ccc4[nH]ccc4c3)ccc21 | 35.3 | 96.5 | -1.1 | 95.7 | 96.6 | 93.7 | 96.2 | 6.0 |
| Oc1[nH]c(N=C2N=c3ccccc3=N2)c2ccccc12 | 58.5* | 190.5*[may fluoresce violet] | -11.3 | 89.6[may fluoresce violet] | 18.3[may fluoresce violet] | ? | 131.4[may fluoresce violet] | -1.2 |
| COCCn1nc2cc(C(=O)NCC34CC5CC(CC(C5)C3)C4)ccc2c1OC | 6.8 | 87.6 | 1.3 | 93.2 | 75.5 | 69.5 | 95.9 | -6.6 |
| O=C(CN1CCN(c2ccccc2F)CC1)N1CCc2ccccc21 | 1.9 | 102.4 | -4.4 | 97.1 | 95.7 | 90.2 | 108.8 | 4.6 |
| CCOc1ccc(S(=O)(=O)NCCC(=O)OCC(=O)c2ccc(NC(C)=O)cc2)cc1 | -1.1 | 102.6 | 15.2 | 98.7 | 109.7 | 103.0 | 106.9 | 8.5 |
| COc1cc(/C=N/NC(=O)CCN2CCN(C)CC2)cc2c1OCO2 | 0.2 | 97.0 | 1.8 | 106.2 | 96.6 | 105.2 | 72.2 | 0.3 |
| CC(C)(C)n1cnc2cc(NC(=O)c3ccccc3)ccc21 | 5.4 | 100.7 | -0.4 | 92.7 | 87.3 | 91.6 | 78.9 | 11.8 |
| CCCCN1C2=NCCCN2c2cc(C)c(C)cc21 | 6.8 | 100.7 | 0.0 | 107.9 | 109.9 | 101.4 | 101.7 | 5.1 |
| CCN(CC)CCN1C(=O)C(=O)/C(=C(/O)c2ccncc2)C1c1ccccc1 (stereo unspecified) | 1.7 | 97.3 | -4.0 | 95.2 | 96.8 | 95.2 | 100.3 | 8.0 |
| CCNC(=O)NC(=O)C(C)Sc1nnc(COc2ccccc2Cl)o1 (stereo unspecified) | 0.5 | 101.6 | -12.3 | 100.4 | 95.9 | 98.9 | 97.2 | -5.5 |
| CCCS(=O)(=O)N1CCN(C2CCC(C)CC2)CC1 (stereo unspecified) | 0.2 | 109.0 | 0.6 | 111.5 | 114.6 | 108.1 | 105.5 | 4.0 |
| CC1CN(C(=O)c2ccc([N+](=O)[O-])s2)CC(C)O1 (stereo unspecified) | -0.1 | 96.5 | 2.8 | 93.3 | 94.7 | 93.6 | 95.6 | 2.8 |
| Cc1cc2n(n1)C(c1sccc1C)Nc1ccccc1-2 (stereo unspecified) | 13.4 | 92.2 | -0.5 | 91.1 | 91.8 | 97.3 | 93.8 | 1.2 |
| CS(=O)(=O)N(CC(=O)NCCSCc1cccc(Cl)c1)c1ccc2c(c1)OCO2 | -3.1 | 105.6 | -2.0 | 99.0 | 102.1 | 100.7 | 106.7 | 11.2 |
| CC(OC(=O)c1ccc2c(c1)OCCO2)C(=O)c1ccccc1 (stereo unspecified) | 5.4 | 101.5 | 15.0 | 99.0 | 111.0 | 91.2 | 121.2 | -2.3 |
| Cc1cccc(C)c1OCC(=O)NNC(=O)CCNC(=O)c1ccco1 | -3.7 | 101.3 | 2.9 | 99.1 | 107.5 | 103.0 | 106.0 | 4.3 |
| CCC(=O)NC(Nc1cccc(C)n1)(C(F)(F)F)C(F)(F)F | -1.6 | 103.9 | 4.3 | 97.1 | 99.7 | 96.0 | 99.9 | 4.8 |
| O=C(NCCc1ccccc1)c1ccc2c(c1)OCO2 | -5.0 | 108.0 | 2.0 | 105.0 | 94.6 | 101.7 | 95.3 | 11.9 |
| COC(=O)c1ccc(CN(c2ccccn2)S(=O)(=O)c2ccccc2)cc1 | 0.1 | 93.9 | -11.4 | 93.7 | 94.6 | 91.1 | 95.8 | 4.0 |
| CC1CCCC(CC(=O)O)(CC(=O)O)C1 (stereo unspecified) | -2.8 | 102.8 | 4.1 | 105.6 | 100.0 | 99.0 | 86.3 | -9.4 |
| O=C(NCCn1ccc2ccccc21)c1ccc(S(=O)(=O)N2CCOCC2)cc1 | 0.6 | 129.8 | 2.1 | 98.2 | 104.0 | 115.3 | 138.1 | -1.2 |
| COC(=O)CSc1nc(N2CCCCC2)c2c(c1C#N)CCCC2 | 1.2 | 100.0 | 0.8 | 95.9 | 108.5 | 92.7 | 101.6 | 3.3 |
| COc1ccc(CN2CCN(C(=O)c3cc(C4CC4)nn3-c3ccccc3)CC2)cc1F | 3.1 | 98.2 | 0.7 | 95.8 | 97.9 | 90.8 | 95.5 | -4.3 |
| CC(=O)Nc1c(-c2ccccc2)nc2cc(C)ccn12 | 4.7 | 108.3 | -6.1 | 104.7 | 99.0 | 107.2 | 93.4 | -0.7 |
| Cc1c(C(=O)NC2=NCCS2)oc2ccccc12 | 63.6* | 104.0 | 1.5 | 99.0 | 72.3 | 108.1 | 101.9 | 2.0 |
| COc1ccccc1C(=O)C1CCCN(Cc2ccc3c(c2)OCCO3)C1 (stereo unspecified) | -1.5 | 103.2 | -0.6 | 98.8 | 104.8 | 97.0 | 116.5 | 12.1 |
| O=C1C(C=NCCCn2ccnc2)=C(O)c2ccccc21 | 47.6* | 99.1 | -2.7 | 100.0 | 99.1 | 84.5 | 104.7 | -8.4 |
| c1ccc(C[C@H]2CN=C(Nc3ccccc3)N2CCCC2CCCC2)cc1 | -3.3 | 93.0 | -6.5 | 99.1 | 87.4 | 84.8 | 120.0 | 6.4 |
| Cc1cccc(N=C(NO)c2nonc2N)c1 | -0.9 | 109.5 | 5.9 | 107.2 | 103.3 | 106.7 | 96.9 | 0.4 |
| CCCn1c(SCC(=O)c2ccc3c(c2)OCCO3)n[nH]c1=O | 3.9 | 97.3 | 1.8 | 97.9 | 99.2 | 91.2 | 96.8 | 3.4 |
| COc1ccc(OC)c(/C=C2\SC(=S)N(NS(=O)(=O)c3ccc(C)cc3)C2=O)c1 | -0.6 | 106.8 | 6.9 | 107.6 | 102.2 | 107.5 | 87.2 | 13.8 |
| COc1cc(NC(=S)NCc2ccco2)cc(OC)c1 | 17.9 | 95.1 | -7.5 | 98.5 | 100.2 | . | 96.2 | -4.0 |
| O=C1C=C(NCc2ccc3c(c2)OCO3)CC(c2ccccc2)C1 (stereo unspecified) | 30.1 | 92.4 | 2.6 | 95.1 | 108.0 | 97.1 | 100.4 | 3.8 |
